# Rab2 wt GTP: modulators of GTP binding to Rab2A wildtype, primary screen, biochemical, dog, bead-based flow cytometry, multiplex; actives 0.19% (n = 190,000); AID 760, 2007; GST-Rab2 wt beads, Bodipy-GTP binding; GTP binding activity, % at 10 µM; Ras-related protein Rab-2A (Canis lupus familiaris), P61105;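 active = GTP binding activity at least 20 points away from 100%, either lowered or raised; inconclusive = signal likely due to the compound's own green fluorescence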;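 also: 0% = beads with excess unlabeled GTP and 100% = no-compound control corrected for plate trend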
# Bim-Bcl-B: inhibitors of Bim-Bcl-B binding, primary screen, biochemical, multiplexed, human Bcl-2 family. Bcl-2-like protein 10 (Homo sapiens), Q9HD36. actives 0.073% (n = 190,000). bead-based flow cytometry, Bim peptide-Bcl-B binding. AID 951, 2007. inhibition, % at 10 µM;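 also: 0% = tracer peptide without compound and 100% = reference inhibitor peptide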
# Target sequence (Q9HD36 whole entry, looked up): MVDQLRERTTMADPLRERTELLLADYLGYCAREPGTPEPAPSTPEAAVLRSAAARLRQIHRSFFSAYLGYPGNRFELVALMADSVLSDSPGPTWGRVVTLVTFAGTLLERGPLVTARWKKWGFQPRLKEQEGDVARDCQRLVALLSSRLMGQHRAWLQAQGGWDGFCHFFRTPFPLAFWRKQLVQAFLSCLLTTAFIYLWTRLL
# Rac1 mut GTP: GTP binding modulators of activated mutant Rac1, primary screen, biochemical, bead-based flow cytometry, multiplex, fluorescent GTP | percent activity (GTP binding), % at 10 µM | actives 0.11% (n = 190,000) | GST-Rac1 activated beads; actives lie on both sides; 100% means binding = to untreated wells;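 active = GTP binding at least 20 percentage points away from the 100% baseline, in either direction, so actives lie on both sides; inconclusive = Compound likely fluorescent itself, or too few beads counted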
# Bcl-W Bim block: inhibitors of Bim binding to Bcl-W, primary screen, biochemical, multiplexed, bead-based flow cytometry. Bcl-2-like protein 2 (Homo sapiens), Q92843. Bim peptide-Bcl-W binding. inhibition, % at 10 µM. actives 0.02% (n = 190,000). AID 952, 2007;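 also: 0% = bound tracer without compound and 100% = peptide blocker; higher means less fluorescent Bim peptide bound to Bcl-W beads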
# Target sequence (Q92843 whole entry, looked up): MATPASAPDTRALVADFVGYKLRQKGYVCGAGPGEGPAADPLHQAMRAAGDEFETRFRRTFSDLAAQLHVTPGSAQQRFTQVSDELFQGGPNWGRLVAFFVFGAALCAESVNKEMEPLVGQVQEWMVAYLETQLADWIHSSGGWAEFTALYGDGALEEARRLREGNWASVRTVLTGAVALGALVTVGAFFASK
# HRas wt GTP bind: modulators of GTP binding to HRas wildtype, primary screen, biochemical, bead-based flow cytometry, multiplex; GST-Ras wt beads, Bodipy-FL-GTP binding; actives lie on both sides; GTP binding activity, % at 10 µM; actives 0.14% (n = 190,000);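 active = GTP binding activity at least 20% away from the 100% baseline, either lowered as inhibitor or raised as activator; inconclusive = flagged as likely green fluorescent, judged across all proteins in the well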;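 also: 0% = unlabeled GTP competition control and 100% = no-compound control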
# Target sequence (P01112 whole entry, looked up): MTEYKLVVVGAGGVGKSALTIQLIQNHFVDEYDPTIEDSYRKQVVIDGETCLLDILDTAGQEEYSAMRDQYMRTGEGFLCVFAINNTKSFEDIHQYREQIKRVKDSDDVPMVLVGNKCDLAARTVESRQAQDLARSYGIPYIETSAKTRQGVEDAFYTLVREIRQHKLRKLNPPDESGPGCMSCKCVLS
# Rac1 wt modul: wildtype Rac1 GTP binding modulators, primary screen, biochemical, GST-Rac1 beads, flow cytometry, multiplex | AID 757, 2007 | GTP binding activity (% of control), % at 10 µM | fluorescent GTP binding; actives lie on both sides; 0 = cold GTP competed, 100 = untreated | actives 0.27% (n = 190,000);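 active = GTP binding activity at least 20 points away from the 100% control level, either lower or higher; inconclusive = compound flagged as likely green fluorescent, judged across all proteins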
# Rab7 wt GTP bind: modulators of GTP binding to Rab7, primary screen, biochemical, wildtype, multiplex bead flow cytometry; Rab7 GTPase wild type (dog), Bodipy-FL-GTP binding; GST-Rab7 beads, fluorescent GTP binding; actives lie on both sides; untreated = 100%, excess cold GTP = 0%; GTP binding activity (percent of control), % at 10 µM; actives 0.055% (n = 190,000); AID 758, 2007;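 active = fluorescent GTP binding to Rab7 beads changed by at least 20 points from the 100% baseline, either direction, mostly lower; inconclusive = compound itself probably fluorescent, or too few beads counted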;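 also: median green fluorescence of bound Bodipy-FL-GTP per Rab7 bead population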
# Bim-Bfl-1: inhibitors of Bim binding to Bfl-1, primary screen, biochemical, multiplexed, bead-based flow cytometry | Bcl-2-related protein A1 (Homo sapiens), Q16548 | Bim-Bfl-1 binding inhibition | inhibition, % at 10 µM | actives 0.12% (n = 190,000);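 also: 0% = wells without compound plus tracer and 100% = blocker peptide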
# Bim-Bcl-2: inhibitors of Bim-Bcl-2 binding, primary screen, biochemical, multiplexed, human Bcl-2 family; Apoptosis regulator Bcl-2 (Homo sapiens), P10415; Bead-based flow cytometry, Bim peptide-Bcl-2 binding; inhibition, % at 10 µM; actives 0.06% (n = 190,000); AID 950, 2007; in the data active = inhibition above about 40%; inconclusive = no clear call, values can overlap the other calls;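 also: 0% = no compound wells with probe peptide and 100% = reference peptide inhibitor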
# Cdc42 wt GTP: modulators of GTP binding to wildtype Cdc42, primary screen, biochemical, multiplex bead flow cytometry, Bodipy-GTP | Cell division control protein 42 homolog (Homo sapiens), P60953 | GST-Cdc42 beads; actives lie on both sides | percent activity (GTP binding), % at 10 µM | actives 0.2% (n = 190,000);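 active = percent activity GTP binding at least 20 points away from the 100% baseline, either down as inhibitor or up as activator; inconclusive = compound flagged as likely green fluorescent from well-wide comparison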;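 also: median bead fluorescence of bound Bodipy-FL-GTP at 100 nM; 0% = excess unlabeled GTP control and 100% = no compound control; below 100% means less GTP binding so inhibitor and above means activator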
# Target sequence (P60953 whole entry, looked up): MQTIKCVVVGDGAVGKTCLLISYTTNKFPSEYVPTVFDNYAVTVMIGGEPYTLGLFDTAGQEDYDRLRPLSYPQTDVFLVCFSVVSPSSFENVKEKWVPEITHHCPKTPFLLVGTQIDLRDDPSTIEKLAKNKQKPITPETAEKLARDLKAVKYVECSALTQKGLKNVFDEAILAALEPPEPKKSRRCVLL
# Bcl-XL Bim block: inhibitors of Bim-Bcl-XL binding, primary screen, biochemical, multiplexed, bead flow cytometry, human Bcl-XL; actives 0.04% (n = 190,000); inhibition, % at 10 µM; Bim peptide-Bcl-XL binding, fluorescence; AID 1007, 2008
# Target sequence (Q07817 whole entry, looked up): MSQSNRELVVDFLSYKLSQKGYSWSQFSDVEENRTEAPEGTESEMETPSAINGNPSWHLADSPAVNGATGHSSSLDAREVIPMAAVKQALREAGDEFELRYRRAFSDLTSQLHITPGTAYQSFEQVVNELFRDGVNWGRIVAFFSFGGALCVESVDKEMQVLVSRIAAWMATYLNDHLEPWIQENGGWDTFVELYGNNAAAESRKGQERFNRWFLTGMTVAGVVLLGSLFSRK
# Numbers without * were called inactive; u = inconclusive. Rule as the data show it, unless noted: active = inhibition above about 40%. Not a hit list. About 0.62% of those tested had a hit in this group.
# Under each structure: Rab2 wt GTP	Bim-Bcl-B	Rac1 mut GTP	Bcl-W Bim block	HRas wt GTP bind	Rac1 wt modul	Rab7 wt GTP bind	Bim-Bfl-1	Bim-Bcl-2	Cdc42 wt GTP	Bcl-XL Bim block
(1) Cc1cc(NC(=O)CSc2nnc(-c3ccc(Br)o3)n2Cc2ccccc2)no1
    101	-6	99	3	98	100	99	-7	-8	100	-1
(2) Cc1ccc(C)c(C(=O)CN2C(=O)c3ccccc3S2(=O)=O)c1
    97	-4	96	-2	100	97	101	-2	-2	101	-2
(3) Cc1cc([N+](=O)[O-])nn1CCC(=O)NC1CCCCCC1
    95	-4	97	-3	98	105	95	-2	-1	100	-5
(4) CCc1ccc(N2CC(C(=O)OC)CC2=O)cc1 (stereo not given)
    97	-2	94	-1	98	100	97	-4	0	94	2
(5) O=C(OCCC1Oc2cccnc2NC1=O)c1ccc(Cl)cc1 (stereo not given)
    96	0	94	0	95	98	96	-4	0	96	0
(6) O=C1NC(c2ccncc2)Nc2sc3c(c21)CCCC3 (stereo not given)
    100	-16	99	-9	98	100	98	-7	-17	100	-15
(7) CSCCCNC(=S)Nc1ccc(N2CCOCC2)cc1N1CCOCC1
    103	-1	98	0	99	105	112	-2	-3	101	1
(8) Cc1cnc(C)c(N2CCN(Cc3cn(C)nc3-c3cccc(Cl)c3)CC2)n1
    95	-5	99	-1	96	97	93	-6	0	97	-3
(9) O=C(c1ccc(Cl)cc1)c1ccccc1C(=O)N1CCOCC1
    97	-1	96	4	96	100	99	-3	0	97	3
(10) Cc1ccc(/C=C/C(=O)N2CCCN(C(=O)/C=C/c3ccc(C)cc3)CC2)cc1
    97	-5	98	-4	97	102	98	-5	-6	100	-8
(11) Cc1ccc(Nc2nc3c(c(=O)[nH]2)CCCC3)cc1
    100	-4	102	-5	102	105	94	-2	-3	102	-4
(12) CCN(CC)CCn1c(NC(=O)c2ccc(Cl)cc2)nc2ccccc21
    100	-11	101	-4	102	103	100	-21	-12	102	-6
(13) CCSc1nc(O)c(CC)c(=O)n1C(C)CC (stereo not given)
    96	-8	94	-2	98	96	97	-12	-11	97	-16
(14) Oc1ccc(/C=N/Nc2nccnc2Cl)cc1
    92	-4	96	0	95	99	95	-13	-7	95	0
(15) O=c1c2ccccc2c2ccccc2c(=O)n1Cc1cccnc1
    101	-2	98	7	102	103	101	-6	0	101	0
(16) CCc1n[nH]c(=S)n1N=C1CCC(C)CC1 (stereo not given)
    99	-3	95	0	97	94	101	-6	0	96	0
(17) COCCN=C1NC(=O)C(CC(=O)Nc2cccc(Cl)c2C)S1 (stereo not given)
    97	0	94	1	93	95	94	4	1	97	3
(18) CCOC(=O)Cc1cc(=O)n2[nH]c(C)cc2n1
    u	-6	u	1	u	u	u	-9	-3	u	1
(19) Cc1ccc(-c2nc3ccc(Cl)cc3n2OC(C)C(=O)O)cc1 (stereo not given)
    100	-3	93	2	97	101	106	-3	-1	97	1
(20) c1ccc2c(c1)Cn1nnnc1-2
    99	-6	101	2	103	103	99	-11	-9	107	3
(21) O=C(c1csc2ccccc12)N1CCCCCC1
    99	-9	98	-4	101	103	104	-19	-12	103	-7
(22) Cc1ccc(-c2cc(C(=O)N3N=C(C(F)F)CC3(O)C(F)F)c3ccccc3n2)cc1C (stereo not given)
    96	-8	95	2	96	98	96	-10	-7	97	-15
(23) O=C(c1ccccc1Cl)N(Cc1ccccc1F)N1C(=O)CCCC1=O
    99	0	94	0	95	103	102	-8	-1	98	-2
(24) OCCCC1CCCN(Cc2cn[nH]c2-c2ccc(F)cc2F)C1 (stereo not given)
    99	0	95	-3	97	97	104	-6	-6	97	-5
(25) CSc1nnc2c3c4c(sc3nc(-n3nc(C)cc3C)n12)COC(C)(C)C4
    100	0	98	0	99	103	102	1	5	101	0
(26) Cc1ccc2c(c1)N/C(=C(\C=C(/Cl)[N+](=O)[O-])[N+](=O)[O-])N2
    94	-15	92	-2	91	92	92	7	1	92	-2
(27) COc1cccc(CNC(=O)CCNC(=O)Cn2ccc3ccccc3c2=O)c1
    100	2	99	-2	100	100	98	-1	1	100	-3
(28) COc1ccc(N2C(=O)C3ON(C4SC(=S)N(C)C4(C)C)C(c4ccc([N+](=O)[O-])cc4)C3C2=O)cc1 (stereo not given)
    100	-12	97	6	100	101	101	-13	-13	100	3
(29) CC1CCN(C(=O)c2ccc3c(c2)OCCO3)CC1
    101	-11	99	1	101	102	99	-10	-13	102	-9
(30) COc1ccc(/C=N/S(=O)(=O)c2cccs2)cc1
    101	-9	100	4	102	106	102	-7	-5	101	-10
(31) COc1ccc(S(=O)(=O)N2CCN(C(=O)COc3ccccc3)CC2)cc1
    97	-3	94	-2	99	102	102	-10	-6	100	-2
(32) CCOc1ccc(NC(=O)CC2C(=O)N(CC)C(=S)N2CCNC(C)=O)cc1 (stereo not given)
    100	-2	100	-2	98	100	94	-1	3	98	-2
(33) CCc1ccc(-c2csc3ncn(Cc4ccc(C(=O)O)cc4)c(=O)c23)cc1
    97	0	95	3	99	97	103	-2	0	100	-1
(34) Cc1c(Cl)cccc1NC(=O)CNCc1ccccc1F
    97	-18	95	0	96	94	103	0	5	97	-4
(35) CC(C)C(=O)N1CCC(CN=CC2=C(O)CC(C)(C)CC2=O)CC1
    100	0	99	4	103	107	103	1	0	101	-1
(36) CC(C)CNC(=O)[C@H](Cc1ccccc1)NC(=O)c1ccco1
    104	0	102	0	102	102	100	6	-3	102	0
(37) CCCN(CCC)c1ccc(/C=N/NC(=O)CN2CCOCC2)cc1
    106	1	100	0	101	105	106	-1	0	102	-4
(38) Cc1cc2ncn(S(=O)(=O)N(C)C)c2cc1C
    98	0	98	0	99	96	96	1	-2	96	-2
(39) COc1ccc(CNc2cc(C)nc3ncnn23)c(OC)c1
    99	-5	99	0	101	100	102	-15	-5	98	-4
(40) CCOc1ccc(S(=O)(=O)NNC(=O)c2cc3ccccc3o2)cc1
    93	-8	96	-4	99	97	100	-3	-1	95	-7
(41) CCc1nc(SCC(=O)Nc2sc(C)c(C)c2C(=O)OC)c2ccccc2n1
    101	-10	99	-2	99	105	99	3	-8	103	-7
(42) O=C(CCC(=O)Nc1ccccc1)N/N=C/c1ccccc1F
    103	-3	97	-3	101	100	106	-4	-1	98	0
(43) Cc1cc2nc3c(=O)n(C4CCCCC4)c(=O)[nH]c3nc2cc1N
    73*	4	87	18	76*	74*	93	20	10	79*	19
(44) Cc1ccc(-c2cn(S(=O)(=O)c3cccc4nsnc34)nc2N)cc1
    89	2	90	0	92	90	93	-2	-4	90	0
(45) Cn1c(CN2CCOCC2)nc2cc(NC(=O)c3ccc(F)cc3)ccc21
    102	2	101	0	99	101	99	-1	0	98	-6
(46) Cc1cc(-c2ccco2)n(CC(=O)O)n1
    96	5	95	-1	96	93	95	-1	0	97	0
(47) Cc1ccc(C(=O)Nc2ccc(O)cc2C(=O)O)cc1C
    99	0	97	0	96	94	95	0	-1	97	0
(48) COc1ccc([N+](=O)[O-])cc1NC(=O)C1CCCCC1C(=O)O (stereo not given)
    99	-4	100	0	101	102	99	0	1	102	-5
(49) Cn1c(=O)[nH]c(=O)c2c1nc(N1CCCCCC1)n2Cc1cccc2ccccc12
    104	0	102	-2	103	100	94	-1	-3	106	0
(50) CC1=C(C(=O)Nc2ccccc2)C(c2cc(CN3CCOCC3)cs2)C2=C(CCCC2=O)N1 (stereo not given)
    96	-3	94	-4	93	92	92	-3	0	95	-5
(51) CC(=O)c1ccc(NC(=O)N2CCN(c3ccc(C)cc3)C(C)C2)cc1 (stereo not given)
    97	-5	95	-2	96	100	96	-1	-2	100	1
(52) Cc1c(Cc2ccccc2)c(=O)oc2cc(O)cc(O)c12
    97	0	95	0	101	102	102	-3	2	95	0
(53) Cc1ccc(S(=O)(=O)N2CCCN(S(=O)(=O)c3ccc4ccccc4c3)CC2)cc1
    98	-7	100	-5	99	100	94	-2	-1	99	-7
(54) Cc1ccc(C)c(N(C(=O)Cn2nnc(-c3cccs3)n2)C(C(=O)NC2CCCC2)c2ccncc2)c1 (stereo not given)
    96	-7	94	0	97	103	96	-12	-7	97	-2
(55) O=C(CSc1n[nH]c(-c2ccncc2)n1)Nc1ccccn1
    97	-9	97	0	97	100	100	-16	-11	95	-6
(56) CN(C)S(=O)(=O)c1cccc(NC(=S)NCc2ccco2)c1
    97	-10	96	-2	96	97	103	-5	-2	95	-1
(57) C=CCN1N=C(/C=C/c2ccccc2)CCC1=O
    100	0	96	0	98	99	104	-1	0	96	0
(58) NC(=O)CSc1nnc(-c2cccnc2)n1Cc1ccccc1
    98	0	96	-1	98	101	99	-3	-3	100	0
(59) CCn1nc(NC(=O)c2ccncc2)c2cc3cccc(C)c3nc21
    u	-2	u	-7	u	u	u	-2	1	u	-5
(60) Cc1cc(/C=C(/C#N)c2cccc(F)c2)c(C)n1-c1cccnc1
    98	-9	99	-4	99	105	99	-11	-6	100	-9

# (listing goes on)
# Under each structure: Rab2 wt GTP	Bim-Bcl-B	Rac1 mut GTP	Bcl-W Bim block	HRas wt GTP bind	Rac1 wt modul	Rab7 wt GTP bind	Bim-Bfl-1	Bim-Bcl-2	Cdc42 wt GTP	Bcl-XL Bim block
(61) COc1cc2c(cc1NC(=O)COC(=O)/C=C/c1ccccc1)oc1ccccc12
    u	-13	u	-7	u	u	u	-10	-4	u	-8
(62) Cc1cc(NC(=O)CSc2nc3c(c(=O)n2-c2ccccc2)SC(C)C3)no1 (stereo not given)
    100	-11	98	0	101	104	99	-9	-7	99	-4
(63) COc1cc(S(=O)(=O)N2CCOCC2)ccc1N
    96	-2	99	-2	96	100	95	-5	-1	101	-1
(64) Nc1c(C(O)(C(F)(F)F)C(F)(F)F)cc(C(O)(C(F)(F)F)C(F)(F)F)c2ccccc12
    100	-1	97	3	101	104	102	0	1	100	-2
(65) CCOC(=O)c1[nH]c(C)c(C(=O)NCc2ccc(Cl)cc2)c1C
    102	-9	100	1	101	105	100	-14	-2	101	-4
(66) Clc1ccc(-c2nnsc2SCc2ccccc2)cc1
    98	-8	97	0	99	102	100	-13	-9	98	0

# Screening results from PubChem BioAssay.
